IMPase cell inh: qHTS Assay for Identifying the Cell-Membrane Permeable IMPase Inhibitors | 120,000 tested, under 10 active | inhibition (IP1 accumulation), % at 46.1 µM | Inositol monophosphatase 1 (Rattus norvegicus), P97697 | AID 901, 2007 | CHO-M1 cells, IP1 accumulation, HTRF TR-FRET ratio; active = well fitted curve in the direction sought with a large enough effect in the signal ratio, not every such curve was filed as active; inconclusive = small, poorly fitted or top-dose-only effect, or a change in a side signal; inactive = no such curve, though single readings can be large or run the other way; the % refers to the signal ratio;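 note: cells stimulated with carbachol in lithium chloride buffer; plate controls were DMSO basal wells for no effect and reference inhibitor wells for full effect; higher means more IMPase inhibition seen as more IP1 and lower FRET ratio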
Target sequence (P97697 whole entry, looked up): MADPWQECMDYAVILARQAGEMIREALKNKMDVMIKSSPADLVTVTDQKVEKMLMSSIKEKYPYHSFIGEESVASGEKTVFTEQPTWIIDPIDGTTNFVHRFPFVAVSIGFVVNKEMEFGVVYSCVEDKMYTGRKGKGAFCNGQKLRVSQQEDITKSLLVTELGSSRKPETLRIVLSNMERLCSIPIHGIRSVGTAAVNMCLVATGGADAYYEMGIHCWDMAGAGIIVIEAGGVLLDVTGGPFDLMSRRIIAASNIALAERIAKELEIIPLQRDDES
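Seeded CHO-M1 cells were dosed with compound at up to 46 uM, stimulated with carbachol for 30 min, then lysed in IP-One detection reagents. Higher IP1 lowers the TR-FRET signal.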
15-hLO-2 inh: qHTS Assay for Inhibitors of 15-hLO-2 (15-human lipoxygenase 2); Polyunsaturated fatty acid lipoxygenase ALOX15B (Homo sapiens), O15296; purified 15hLO-2, xylenol orange hydroperoxide absorbance; Potency, µM (series often up to 57.1 µM), inactives show at the top dose activity change, negative = inhibition, actives largely listed as inhibitors; actives 0.56% (n = 110,000); AID 881, 2007; note: potency is the fitted concentration of half-maximal effect; nearly all actives have a fitted effect of over 60% in size; many of its hits are not listed in these tables
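Enzyme 50 nM, AA 45 uM, 25 mM Hepes pH 7.5 + 0.01% Triton X-100; cpd preinc 15 min RT, rxn 90 min RT; stop/detect with 200 uM XO + 300 uM Fe(II) in 50 mM H2SO4, 30 min; A573/A405.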
12-hLO inh: qHTS Assay for Inhibitors of 12-hLO (12-human lipoxygenase); Polyunsaturated fatty acid lipoxygenase ALOX12 (Homo sapiens), P18054; Potency, µM (series often up to 57.1 µM), without a hit: top-dose activity change, negative = inhibition, most hits filed as inhibitors; actives 0.12% (n = 150,000); AID 1452, 2008; purified 12-hLO, xylenol orange hydroperoxide absorbance; note: potency is the fitted concentration of half-maximal effect; nearly all actives have a fitted effect of over 55% in size; many of its hits are not listed in these tables
Target sequence (P18054 whole entry, looked up): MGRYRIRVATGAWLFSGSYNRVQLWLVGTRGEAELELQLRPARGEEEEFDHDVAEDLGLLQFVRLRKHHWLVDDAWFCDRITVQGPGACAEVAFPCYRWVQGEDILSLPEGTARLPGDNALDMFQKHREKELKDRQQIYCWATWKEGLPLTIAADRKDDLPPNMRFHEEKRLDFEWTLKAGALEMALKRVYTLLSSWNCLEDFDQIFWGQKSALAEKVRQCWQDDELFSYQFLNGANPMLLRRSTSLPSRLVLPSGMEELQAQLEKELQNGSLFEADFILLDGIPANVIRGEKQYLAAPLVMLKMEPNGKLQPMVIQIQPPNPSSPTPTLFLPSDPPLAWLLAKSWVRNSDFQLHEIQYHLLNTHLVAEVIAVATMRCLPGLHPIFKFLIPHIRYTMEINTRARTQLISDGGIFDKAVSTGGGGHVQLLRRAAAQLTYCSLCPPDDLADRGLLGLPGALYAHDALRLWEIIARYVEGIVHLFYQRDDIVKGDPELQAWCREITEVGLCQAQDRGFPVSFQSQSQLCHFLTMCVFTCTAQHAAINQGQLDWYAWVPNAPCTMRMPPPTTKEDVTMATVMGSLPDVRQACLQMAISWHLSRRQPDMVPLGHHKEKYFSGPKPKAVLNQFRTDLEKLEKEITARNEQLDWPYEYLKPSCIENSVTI
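Purified human 12hLO (150 nM final) was preincubated with compounds for 15 min at room temperature in 25 mM Hepes pH 7.0, 0.01% Triton X-100, then reacted with 40 uM arachidonic acid for 30 min. Hydroperoxide was detected with ferrous iron/xylenol orange.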
PNC inhibitor: High Content Assay for Compounds that inhibit the Assembly of the Perinucleolar Compartment; PC3M PTB-GFP, PNC prevalence imaging, 16 h; stronger effect = lower value; activity change (PNC), negative = inhibition, % at 10 µM; actives 3.1% (n = 140,000); AID 2417, 2010;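 active = readout at or below -70, meaning at least 70% loss of cells showing the perinucleolar compartment, a nuclear body marking cancer cells; inconclusive = readout between -30 and a set limit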;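 note: plate controls were DMSO wells for no effect and camptothecin positive control wells for full effect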
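Read-out is percentage of cells bearing a perinucleolar compartment, from automated 20x imaging of fixed, Hoechst-stained PC3M PTB-GFP cells. Cells were seeded 4 h, then exposed 16 h to compound (23 nl of library stock) in duplicate plates.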
Numbers without * were called inactive; ? = inconclusive; / = not tested or not shown; [ ] = dose if it differs, or a comment. Unless noted, calls come from the whole dose curve; as a rule, active = well fitted curve in the direction sought with a large enough effect; inconclusive = small, poorly fitted or top-dose-only effect, or another doubt; inactive = no such curve, though single readings can be large; an effect the other way counts as inactive or inconclusive. Unless noted, % is set by controls: 0 for no effect and ±100 for the full control effect.

Molecule	IMPase cell inh	15-hLO-2 inh	12-hLO inh	PNC inhibitor
O=C(NCCCN1CCCC1)C1CCN(C(=O)c2cc3sccc3n2Cc2ccc(F)cc2)CC1	2	27%	5%	21
CN(C)CCCNS(=O)(=O)c1cc(Cl)ccc1Cl	-2	11%	5%	?
Cc1oc(-c2ccc(Cl)cc2)nc1CN1CCC(C(=O)NCCCN2CCCC2=O)CC1	-5	10%	1%	-23
O=C(NC1CCN(Cc2ccccc2)CC1)c1ccccc1F	7	-1%	0%	?
Cc1ccc(F)cc1NC(=O)c1ccc(NS(=O)(=O)c2ccc(Br)s2)cc1	/	/	-17%	-19
O=C(Cn1nc(-c2ccccc2)nc1-c1ccccc1)N1CCOCC1	0	-8%	2%	?
CN(C)S(=O)(=O)N(CCN1CCOCC1)Cc1ccccc1F	-2	-1%	-5%	-29
COc1cc2c(cc1C(F)(F)F)N(C(=O)Nc1cc(F)cc(-c3cccnc3)c1)CC2	12	19%	-14%	/
Cc1cc(NC(=O)CCN2C(=O)C3C4CCC(C4)C3C2=O)cc(C)c1Br (stereo unspecified)	1	/	-5%	-20
O=C(NNS(=O)(=O)c1ccc(CCCl)cc1)C(O)(c1ccccc1)c1ccccc1	/	/	-1%	-30
Cc1occc1-c1nnc(SCC(=O)NCc2ccc3c(c2)OCO3)n1CC(C)C	10	-3%	-9%	-17
COc1ccc(Oc2coc3cc(OC(=O)c4cncc(Br)c4)ccc3c2=O)cc1	-11	-2%	-6%	-12
O=C(NC1CCc2ccccc21)C1CCN(S(=O)(=O)c2ccc(Cl)cc2)CC1 (stereo unspecified)	3	/	-3%	-3
CNc1ccccc1	/	-6%	3%	/
Cc1ccc(C)c(NC(=O)C2CCCN2C(=O)OC(C)(C)C)c1 (stereo unspecified)	5	21%	-7%	-19
N/N=C1/c2ccccc2N[C@H]1OC(=O)Nc1cccc(Cl)c1	/	-3%[11.4 µM]	-3%[11.4 µM]	/
CC(C)C(NC(=O)C1CCCCC1)C(=O)NCc1ccccn1 (stereo unspecified)	5	-1%	-2%	-29
CC(=O)c1cccc(N(C(=O)Cn2nnc3ccccc32)C(C(=O)NCc2ccccc2)c2ccccn2)c1 (stereo unspecified)	/	/	-1%	-10
Cc1ccccc1-c1cc(C(=O)n2cccn2)c2cc(Cl)ccc2n1	-7	-8%	1%	27
COc1ccc2[nH]c(=O)c(C(c3nnnn3CC3CCCO3)N3CCc4ccccc4C3)cc2c1 (stereo unspecified)	10	-17%	-8%	-22
C=CCN(c1ccccc1)S(=O)(=O)c1cccc(C(=O)Nc2nc3ccccc3[nH]2)c1	9	/	-3%	-26
C/C(N)=C(/C#N)C(=O)COc1ncnc2ccc(Br)cc12	6	0%	-16%	117
COc1ccccc1N1C(=O)C2C3C=CC(C3)C2C1=O (stereo unspecified)	2	11%	7%	69
CSc1nc(NCC(C)C)nc(N2CCOCC2)n1	-3	3%	-4%	30
NC[C@H]1O[C@H](n2cnc3c(N)ncnc32)C[C@@H]1O	/	-4%[11.4 µM]	3%[11.4 µM]	/
COc1ccc2c(c1OC)C(=O)OC2[C@H]1c2c(cc3c(c2OC)OCO3)CCN1C (stereo partly specified)	-1[20.6 µM]	4%[25.6 µM]	6%[25.6 µM]	/
COC(=O)c1c(NC(=O)C2Cc3ccccc3C(=O)O2)sc2c1CCCC2 (stereo unspecified)	-3	/	-1%	36
Cn1ncc(C#N)c1NC(=O)C1CC(c2c(F)cccc2Cl)=NO1 (stereo unspecified)	7	0%	7%	80
COc1ccccc1/C=C/CN1CCOCC1	-19	-8%	1%	39
CCOC(=O)C1=C(C)NC(=O)NC1c1ccccc1Cl (stereo unspecified)	10	2%	2%	?
CN(Cc1ccccc1)C(=O)CSc1nc2ccccc2c(=O)n1Cc1ccco1	-3	0%	-11%	?
O=S1(=O)C[C@@H](O)[C@@H](Nc2ccc(Cl)cc2)C1	8	2%	3%	?
COc1ccc(S(=O)(=O)N2CCCC2C(=O)Nc2ccc(C)cc2)cc1 (stereo unspecified)	2	2%	-3%	-29
c1cncc(-c2nnc(-c3cccs3)o2)c1	-4	-1%	2%	21
Cn1c(=O)c2c(nc(N3CCc4ccccc4C3)n2Cc2ccc(Br)cc2)n(C)c1=O	16	-5%	-7%	?
C=C(NC(=O)C(=C)NC(=O)c1csc(C2=N[C@@H]3c4csc(n4)[C@@H]4NC(=O)c5csc(n5)[C@@H]([C@](C)(O)[C@H](C)O)NC(=O)[C@@H]5CSC(=N5)/C(=C/C)NC(=O)[C@@H]([C@H](C)O)NC(=O)c5csc(n5)[C@]3(CC2)NC(=O)[C@@H](C)NC(=O)C(=C)NC(=O)[C@@H](C)NC(=O)[C@@H]([C@@H](C)CC)N[C@H]2C=Cc3c([C@H](C)O)cc(nc3[C@@H]2O)C(=O)O[C@H]4C)n1)C(N)=O	3[20.6 µM]	5%[25.6 µM]	-3%[25.6 µM]	/
CCC(CC)C1C(C#N)=C(N)Oc2cc(C)oc(=O)c21 (stereo unspecified)	3	-3%	0%	4
CC1CC2(CCCCC2)Nc2ccc3ccccc3c21 (stereo unspecified)	11	/	3%	4
Cc1cccc(CSc2nn3c(=O)c(C)nnc3s2)c1	-4	/	-5%	4
Cc1ccc(CNC(=O)Cc2cccs2)cc1	1	-1%	3%	-3
CCOC(=O)CSc1cc(=O)n(CC)c2ccccc12	?	-3%	-5%	-27
Cc1ccc(-c2[nH]nc3c2C(c2ccoc2)C(C#N)=C(N)O3)cc1C (stereo unspecified)	7	0%	-15%	?
O=C(Cn1c(COc2ccccc2)nc2ccccc21)Nc1cc(Cl)cc(Cl)c1	/	/	2%	-100*
COc1ccc(OC)c2c(C)cc(N3CCN(C(=O)c4ccc(Cl)cc4)CC3)nc12	5	9%	-4%	-1
O=c1cc(N2CCCCC2)c(-c2ccccc2)nn1Cc1cccc(Cl)c1	3	-2%	-3%	-22
O=S1(=O)CC/C(=N\O)c2ccccc21	/	/	-4%	16
Cc1ccc(Sc2nnc(-c3ccccc3)cc2C#N)cc1	8	-7%	6%	?
CC1(C(=O)NC(=S)NNC(=O)c2ccncc2)CCCCC1	-2	/	1%	35
CCOC(=O)c1nn(-c2ccc(C)cc2)c(C)c1C(C)=O	-1	1%	-11%	?
CCOC(=O)CC(=O)CSc1nc(-c2ccc3c(c2)OCO3)cc(C(F)(F)F)c1C#N	-6	-13%	-5%	85

New compounds follow
Molecule	IMPase cell inh	15-hLO-2 inh	12-hLO inh	PNC inhibitor
COC(CNC(=O)C(=O)NCC1OCCN1C(=O)c1ccc(Cl)cc1)OC (stereo unspecified)	/	/	-1%	53
CC(=O)c1ccc2c(c1)CC(C)C(=O)N2C (stereo unspecified)	/	/	3%	?
CCn1c(O)c2ccc(C(=O)N=NC(=O)c3cccnc3)cc2c1O	0	1%	-3%	?
CSc1nncc(-c2ccc(F)c(F)c2)n1	-2	/	3%	8
O=C(Cc1cccs1)NCc1ccccc1F	12	1%	-1%	-23
CN(C)CCn1c(C(=O)O)cc2ccccc21	-1	4%	-3%	?
CCOC(=O)c1cnc(-n2nc(C)cc2C)nc1NCCO	2	22%	-7%	57
CCn1c2ccccc2c2cc(NC(=O)COC(=O)c3cc(S(=O)(=O)N4CCCCC4)ccc3Cl)ccc21	/	/	0%	34
CCc1nnc(NC(=O)CN2C(=O)c3ccccc3C2=O)s1	2	-1%	-6%	-6
O=C(/C=C/c1cccc([N+](=O)[O-])c1)N1CCN(c2ccc(F)cc2)CC1	/	/	0%	?
Cc1cc(C)n(-c2cc(N3CCN(C(=O)c4cccc(Br)c4)CC3)ccc2[N+](=O)[O-])n1	14	-1%	-19%	48
O=C(Nc1nncs1)c1ccc(S(=O)(=O)c2ccccc2)cc1	-1	-5%	2%	-117*
CCc1ccc(C(c2c(C)nn(-c3ccccc3)c2N)c2c(C)nn(-c3ccccc3)c2N)cc1	/	/	-21%	-5
CCn1c(-c2csc3ccccc23)n[nH]c1=S	-6	/	0%	?
COc1ccccc1-c1nnc(NC(C)=O)s1	-11	-7%	0%	9
COCCNc1ccnc(-c2c(C)noc2C)n1	/	3%	0%	/
O=C(c1ccco1)N1CCC2(CC1)CCN(c1ccncc1)CC2	/	-3%	0%	/
N#CCCN1CCN(C2=NC(=O)C(=C3CCCCC3)S2)CC1	-4	1%	-4%	19
O=[N+]([O-])c1ccc(/C=N/N/C(=N/c2ccccn2)c2ccccn2)cc1	9	16%	-5%	-29
CCOc1ccccc1-n1cnc2cc(C(=O)NCc3ccco3)ccc21	4	?	-1%	-30
COc1ccc(C(=O)NC(=S)NNC(=O)Cc2cccs2)cc1	8	10%	-15%	1
Nc1cc(N)nc(SCC(=O)N2CCCCC2)n1	-10	-1%	4%	35
CC1=C(C(=O)Nc2ccc(Cl)cc2)C(c2ccncc2)C(C#N)=C(SCC(N)=O)N1 (stereo unspecified)	5	6%	-7%	18
Cc1c(NC(=O)C(C)OC(=O)[C@@H](NC(=O)c2ccccc2)C(C)C)c(=O)n(-c2ccccc2)n1C (stereo partly specified)	-2	-3%	7%	42
C/C(=C\C(=O)c1ccccc1)Nc1cccc(O)c1	?	-10%	-12%	-11
CCc1c(C)[nH]n(-c2ccc(Oc3ccccc3)c(S(=O)(=O)O)c2)c1=O	4	-14%	1%	-20
Nc1cc(-c2ccc(Cl)cc2)nn1S(=O)(=O)c1ccc(Cl)cc1	4	-1%	?	-20
Cc1ccc(NC2=CC(=O)CC(C)(C)C2)c(N)c1	-13	-13%	-14%	16
O=C(c1cnsn1)N1CCN(c2ccccn2)CC1	-9	2%	2%	3
CC(=O)Nc1ccc(NC(=O)CN(C)CCC#N)cc1	-6	-4%	-1%	?

Compound profiles, as listed above. Order of values: IMPase cell inh | 15-hLO-2 inh | 12-hLO inh | PNC inhibitor
Nc1cc(N)nc(SCC(=O)N2CCCCC2)n1 is entered as -10 | -1% | 4% | 35
C/C(=C\C(=O)c1ccccc1)Nc1cccc(O)c1 is entered as ? | -10% | -12% | -11

More entries follow.
Molecule	IMPase cell inh	15-hLO-2 inh	12-hLO inh	PNC inhibitor
COc1cc(C(=O)NCC(=O)N/N=C/c2cccs2)cc(OC)c1OC	-1	/	0%	?
Cc1ccc(CN(C)C(=O)C2CCCN2C(=O)c2cccs2)o1 (stereo unspecified)	?	22%	-6%	9
O=C(NCCN1CCN(c2ccccc2)CC1)C1CCN(S(=O)(=O)N2CCOCC2)CC1	-2	/	4%	55
O=C1CC(N2CCN(C(c3ccccc3)c3ccccc3)CC2)C(=O)N1Cc1ccc(N2CCCC2=O)cc1 (stereo unspecified)	5	-6%	5%	-13

Source: PubChem BioAssay

Some of the compounds tested, so the mix of outcomes need not match the whole.
